# Bioassay records deposited in PubChem by National Center for Advancing Translational Sciences (NCATS).
# GAA spleen mod – lysosomal alpha-glucosidase (human) modulation; 0.006% of 240,000 active; P10253; Potency, µM (top dose mostly 79.9 µM), for inactives: top-dose activity change, negative = inhibition, usual class: inhibitors; human spleen homogenate, 4-MU-alpha-glucoside fluorescence;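 also: 0% = enzyme with vehicle and -100% = no enzyme basal signal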
#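 Human spleen homogenate (1 ug) incubated with compounds and 1 mM 4-methylumbelliferyl-alpha-D-glucopyranoside in pH 5.0 citrate/phosphate buffer, 37 C, 40 min. Stopped at pH 10; 4-MU fluorescence (Ex 365/Em 440 nm); AC50 by Hill fit.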
# GAA glycogen mod – alters human alpha-glucosidase cleavage of glycogen; recombinant GAA, glycogen substrate, Amplex Red glucose oxidase fluorescence; Potency, µM (series often up to 76.4 µM), inactives show at the top dose activity change, negative = inhibition, usual class: inhibitors; 0.38% of 300,000 active;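 also: 0% = full enzyme reaction and -100% = no-enzyme basal signal; the screen sought inhibitors and activators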
#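 Recombinant enzyme (4 nM final) with compounds titrated up to 77 uM and bovine liver glycogen (30 ug) in citrate pH 5.0, 0.01% Tween-20, 37 C 40 min. Released glucose detected by Amplex Red/glucose oxidase (Ex 573/Em 610); AC50 from Hill fits.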
# SMN2 splice up – SMN2 splice variant enhancement | HEK293 SMN2-luciferase splicing reporter, luminescence, 30-36 h | 2.8% of 210,000 active | Potency, µM (series often up to 46.1 µM), inactives show at the top dose activity change, positive = activation, most hits filed as activators; also: % of control where 0% means no effect; nearly all actives have a fitted effect of over 55% in size
#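 qHTS luciferase splicing reporter: luminescence rises when SMN2 exon 7 is included in transfected HEK293 cells. Compound exposure lasted 30-36 h at 37C, with 4.5 mM final sodium butyrate as control, followed by a ONE-Glo read.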
# GAA inh – inhibitors of human lysosomal alpha-glucosidase; Potency, µM (top dose mostly 76.9 µM), without a hit: at the top dose activity change, negative = inhibition, usual class: inhibitors; AID 1466; 0.005% of 200,000 active; purified human GAA, 4-MU-alpha-glucoside fluorescence; P10253;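 also: plate controls were uninhibited enzyme wells for no effect and no-enzyme background for full effect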
#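 Compounds are titrated up to 77 uM against 4 nM human enzyme. Substrate 4-methylumbelliferyl-alpha-D-pyranoside (400 uM) reacts 20 min at room temperature in pH 5.0 buffer; liberated 4-methylumbelliferone is read at 440 nm.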
# GLA spleen mod – inhibitors or activators of human alpha-galactosidase in spleen homogenate; P06280; human spleen homogenate, 4MU-alpha-Gal fluorescence, 40 min; Potency, µM (doses to about 80 µM), without a hit: top-dose activity change, negative = inhibition, hits mostly inhibitors; 0.008% of 240,000 active;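 also: 0% = enzyme with vehicle and -100% = no enzyme basal signal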
#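 Spleen homogenate 1 ug + cpd (titration) + 4-MU-alpha-D-galactopyranoside 1 mM; 37C 40 min; 50 mM citrate/phosphate pH 5.0, 0.01% Tween-20; stop pH 10; fluorescence 365/440; AC50 via Hill.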
# KDM4E inh – blocks human JMJD2E demethylase activity | JMJD2E catalytic domain, FDH-coupled NADH fluorescence (FDH is formaldehyde dehydrogenase) | B2RXH2 | Potency, µM (series often up to 57.1 µM), without a hit: top-dose activity change, negative = inhibition, usual class: inhibitors | 1.6% of 230,000 active; active = well fitted inhibition curve with a large enough effect, not every such curve was filed as active; inconclusive = small, poorly fitted or top-dose-only effect, or another doubt; inactive = no such curve, though single readings can be large or run the other way;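 also: 0% = wells with enzyme and -100% = buffer wells without enzyme; nearly all actives have a fitted effect of over 50% in size; many of its hits are not listed in these tables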
# GoLoco inh red – blocks human Gai1 binding to RGS12 GoLoco peptide, red readout | P63096 | Gai1:RGS12 GoLoco peptide FP, rhodamine, 10 min | Potency, µM (highest dose often 61.6 µM), without a hit: top-dose activity, negative = inhibition, most hits filed as inhibitors | 0.44% of 230,000 active; active = well fitted inhibition curve with a large enough effect, not every such curve was filed as active; inactive = no such curve, though single readings can be large or run the other way; also: % is scaled to controls: 0 for no effect and ±100 for the full control effect; nearly all actives have a fitted effect of over 30% in size; many of its hits are not listed in these tables
# Target sequence (P63096 whole entry, looked up): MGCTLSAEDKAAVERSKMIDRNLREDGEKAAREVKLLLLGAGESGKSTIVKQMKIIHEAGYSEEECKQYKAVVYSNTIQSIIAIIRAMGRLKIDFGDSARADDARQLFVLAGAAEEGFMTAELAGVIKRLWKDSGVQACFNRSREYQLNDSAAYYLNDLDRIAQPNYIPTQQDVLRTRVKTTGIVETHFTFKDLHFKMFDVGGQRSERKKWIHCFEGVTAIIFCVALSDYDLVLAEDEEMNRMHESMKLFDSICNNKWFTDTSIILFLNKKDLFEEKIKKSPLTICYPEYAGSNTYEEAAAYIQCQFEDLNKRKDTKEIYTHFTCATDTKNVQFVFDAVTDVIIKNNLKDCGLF
# ALDH1A1 block – blocks purified human ALDH1A1 activity. 7.3% of 220,000 active. AID 1030. Potency, µM (highest dose often 75.3 µM), inactives show at the highest dose activity, negative = inhibition, hits mostly inhibitors. Purified ALDH1A1, NADH fluorescence, propionaldehyde substrate; active = well fitted inhibition curve with a large enough effect, not every such curve was filed as active; inconclusive = small, poorly fitted or top-dose-only effect, or another doubt; inactive = no such curve, though single readings can be large or run the other way;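 also: plate controls were no enzyme wells and a reference inhibitor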
# Target sequence (P00352 whole entry, looked up): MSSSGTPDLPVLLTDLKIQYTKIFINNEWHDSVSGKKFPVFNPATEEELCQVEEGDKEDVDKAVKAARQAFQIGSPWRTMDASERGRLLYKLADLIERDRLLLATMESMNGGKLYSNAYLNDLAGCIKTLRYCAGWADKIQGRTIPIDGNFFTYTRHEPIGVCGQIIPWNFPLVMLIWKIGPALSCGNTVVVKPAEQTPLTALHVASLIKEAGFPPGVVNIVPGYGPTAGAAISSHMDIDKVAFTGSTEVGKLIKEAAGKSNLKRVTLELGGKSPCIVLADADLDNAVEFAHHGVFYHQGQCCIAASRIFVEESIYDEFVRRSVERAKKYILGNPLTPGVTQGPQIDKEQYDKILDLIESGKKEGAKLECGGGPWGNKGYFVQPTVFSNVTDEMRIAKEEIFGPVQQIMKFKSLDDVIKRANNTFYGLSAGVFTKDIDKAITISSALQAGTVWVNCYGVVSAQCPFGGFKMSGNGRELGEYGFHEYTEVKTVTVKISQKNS
# Active calls of the source: *; ? = inconclusive; nt = no result given; [ ] = dose if it differs, or a comment. Unless noted, calls follow the shape of the dose curve; as a rule, active = well fitted curve in the direction sought with a large enough effect; inconclusive = small, poorly fitted or top-dose-only effect, or another doubt; inactive = no such curve, though single readings can be large; an effect the other way counts as inactive or inconclusive. Potency is read from the fitted curve at half-maximal effect.
SMILES,GAA spleen mod,GAA glycogen mod,SMN2 splice up,GAA inh,GLA spleen mod,KDM4E inh,GoLoco inh red,ALDH1A1 block
C=CCc1cc(Cl)ccc1OCCN(C)C,1%,-1%,19%,10%,-5%,-28%,-2%,-8%
CCNC(=S)N(CCc1c(C)[nH]c2ccc(C)cc12)Cc1cccs1,0%,-5%,-109%[inhibitor],-7%,0%,-6%,10%,?
O=C(Nc1nccs1)C1CC(=O)N(c2ccccc2Cl)C1 (configuration not stated),0%,-2%,-3%,-4%,3%,6%,2%,-3%
COC(=O)C(C(=O)OC)C1c2ccccc2C=C(C2CC2)N1C(=O)OC (configuration not stated),-3%,nt,0%,nt,-2%,-3%,2%,-7%
O=C(Nc1ccc(Cl)cc1)NC1CCCCNC1=O (configuration not stated),1%,10%,nt,nt,0%,2%,3%,nt
CCCCNC(=O)Cn1c2c(c(-c3ccccc3Cl)cc1=O)CCC2,4%,2%,-7%,-9%,12%,?,9%,?
CCN(CC)CCNC(=O)Cn1nc(-c2ccc(C)cc2)ccc1=O,-7%,0%,-6%,2%,5%,?,-13%,-7%
Cc1ccc(-c2cc(N)n(-c3ccc(C)cc3)n2)cc1,0%,-3%,?,3%,-1%,3%,17%,2%
CC(C)C(C)NC(=O)CSc1nnc(-c2c[nH]c3ccccc23)o1 (configuration not stated),6%,?,nt,-1%,-1%,1%,5%,3%
CC(=O)[C@]1(O)CCC2C3C=C(Cl)C4=CC(=O)C5CC5[C@@]4(C)C3CC[C@]21C (some centres not stated),10%,nt,0%,nt,4%,-5%,1%,-5%
O=C(COC(=O)C1CCC(=O)N1)Nc1cc(Cl)ccc1Cl (configuration not stated),-1%,14%,-9%,-12%,2%,4%,3%,-1%
CC1(O)N(Cc2ccccc2)C(=O)OC12CCCCC2 (configuration not stated),-6%,7%,-12%,-9%,-3%,-3%,0%,2%
CCCCn1c(CN(C)Cc2ccccc2)nc2c1c(=O)n(C)c(=O)n2C,-5%,6%,-58%[inhibitor],-11%,4%,1%,8%,-4%
COCCCN1C(=O)c2ccc(C(=O)NCc3ccco3)cc2C1=O,1%,5%,6%,-1%,0%,3%,1%,13µM*
COC(=O)c1ccc(-c2sc3nc(N4CCOCC4)c4c(c3c2N)CC(C)(C)OC4)o1,-1%,0%,32µM*,-1%,6%,?,-6%,?
Cc1ccc2cc(CCNC(=O)C(C)C)c(=O)[nH]c2c1C,-3%,-4%,24%,-2%,-3%,-4%,-5%,6%
O=C(Cc1ccc(Br)cc1)Nc1ccccc1Sc1ccccc1,2%,-16%,-27%,-4%,-2%,2%,8%,-7%
O=C(CNC(=O)c1cccs1)NCCN1CCC(Cc2ccccc2)CC1,-2%,-6%,-11%,-3%,5%,-3%,0%,?
OCC1OC(n2nnc3ccccc32)C(O)C(O)C1O (configuration not stated),-9%,8%,-2%,-9%,-1%,1%,8%,3%
O=C(NCC1CCCO1)c1ccc2c(=O)n(CC3CCCO3)c(=S)[nH]c2c1 (configuration not stated),1%,-2%,-16%,0%,-3%,3%,-4%,11µM*
Cc1[nH]c2ccccc2c1C(=O)COC(=O)c1ccc([N+](=O)[O-])s1,5%,-4%,8%,0%,2%,-24%,14%,11µM*
Cc1cccc(OC(=O)Cn2c(C(F)(F)F)nc3ccccc32)c1,3%,5%,0%,-8%,1%,-17%,-1%,?
CC1CN(C(=O)c2ccc(COCC(F)(F)F)o2)CC(C)O1 (configuration not stated),3%,4%,9%,8%,-3%,4%,-2%,?
Cc1ccc(NC(=O)CSc2nnc(CNC(=O)c3cccs3)o2)c(C)c1,-3%,1%,-4%,-7%,-2%,-5%,5%,2%
CS(=O)(=O)c1nc(-c2ccc(Br)cc2)n[nH]1,-1%,2%,nt,-5%,-1%,-2%,3%,12%
SMILES,GAA spleen mod,GAA glycogen mod,SMN2 splice up,GAA inh,GLA spleen mod,KDM4E inh,GoLoco inh red,ALDH1A1 block
CCCN(CCC)CCCNC(=O)c1cc2c(=O)n(C)c3ccccc3c2n1C,0%,1%,13%,-5%[15.4 µM],4%,?,6%,?
CCOC(=O)c1c[nH][nH]c1=O,4%,0%,nt,nt,4%,5%,-1%,nt
Cc1c(N)cccc1N,8%,nt,-12%,nt,0%,nt,0%,-3%
CCCc1nc(SCC(=O)Nc2nnc(SCC)s2)c2c(=O)n(C)c(=O)n(C)c2n1,-14%,-13%,nt,nt,2%,1%,7%,9%
CC(=O)c1c(C)nc(-c2ccc(OCC(=O)Nc3ccc(F)cc3)cc2)n1O,2%,0%,-20%,4%,2%,-2%,-4%,?
C=CCn1c(SCC#N)nc2c(c1=O)C(C)(C)Cc1ccccc1-2,-5%,-7%,-54%[inhibitor],-9%,-16%,-3%,4%,?
Cc1ccc(S(=O)(=O)CC(O)COc2ccccc2C#N)cc1 (configuration not stated),4%,6%,-3%,13%,3%,-1%,21%,?
COc1ccc(NC(=O)CSc2nnc(Cc3cccn3C)n2-c2ccc(C)cc2)cc1OC,1%,-12%,-11%,-6%,-9%,8%,2%,-15%
C/C(=N\NC(=O)c1ccc(Cl)c(S(=O)(=O)Nc2ccccc2Cl)c1)c1ccncc1,-2%,-9%,-25%,1%,8%,4%,-3%,?
COc1ccc(-c2nn(-c3ccccc3)cc2C2CC(c3cccs3)=NN2C(=O)CCCC(=O)O)cc1 (configuration not stated),-4%,9%,-33%,-16%,-2%,?,-26%,?
CC(=O)N1CCN(CCN(CC2C(C)C=C(C)CC2C)C(C)=O)CC1 (configuration not stated),-9%,5%,26%,-1%,-2%,-3%,-3%,-3%
CC1CN(C(=O)N(C)C)CCN1C(=O)N(C)C (configuration not stated),-3%,8%,3%,-4%,-11%,-14%,5%,3%
CC1(OC(=O)c2ccco2)C(=O)C2=COC(C3CC3)=CC2=C(Br)C1=O (configuration not stated),-2%,nt,-6%,nt,4%,-2%,12%,-10%
O=C(c1ccco1)c1nnn(Cc2ccccc2)c1-c1ccccc1,6%,3%,-18%,-2%,6%,4%,12%,11µM*
O=C(Nc1cc(=O)c2ccccc2o1)N1CCCCC1,0%,-2%,?,?,4%,?,-2%,?
N#Cc1ccc(CN2CC3(CCN(C(=O)c4ccncc4)CC3)C2)cc1,6%,nt,-5%,nt,6%,nt,4%,5%
CC1Cc2ccccc2N1C(=O)CSc1nnc(CNc2ccccc2)o1 (configuration not stated),-6%,-15%,-4%,-14%,-6%,2%,1%,25µM*
O=[N+]([O-])c1cnc(N2CCCCC2)c([N+](=O)[O-])c1,-1%,10%,-8%,-9%,4%,-7%,9%,18µM*
CCOC(=O)c1cnc(SC)nc1Nc1cccc(F)c1,-7%,8%,-7%,-1%,4%,10%,1%,-2%
O=C(Nc1cccc2ccccc12)N1CCN(Cc2ccc3c(c2)OCO3)CC1,0%,-13%,-21%,4%,-1%,?,7%,-1%
CCOc1ccccc1NC(=O)CSc1nnc(-c2ccco2)o1,-20%,-1%,7%,-3%,-4%,-1%,1%,3%
Cc1ccc(C(=O)c2cc3c(cc2[N+](=O)[O-])OCCO3)cc1,2%,-15%,17%,3%,9%,-2%,2%,?
COc1cc(C(=O)OCC(=O)Nc2cc(C)on2)ccc1OCc1ccccc1Cl,-15%,6%,11%,-4%,0%,4%,1%,13%
S=C(Cc1cccnc1)N1CCOCC1,-1%,8%,1%,0%,4%,-16%,-14%,13µM*
COc1cccc(C2C(C(=O)Nc3ccccc3)=C(C)N=c3s/c(=C/c4ccc(OCC(=O)O)cc4)c(=O)n32)c1 (configuration not stated),-6%,5%,11%,-8%,-1%,9%,3%,-12%

# Only GAA inh and KDM4E inh, for 3 of the compounds above:
Structure	GAA inh	KDM4E inh
COc1cc(C(=O)OCC(=O)Nc2cc(C)on2)ccc1OCc1ccccc1Cl	-4%	4%
C=CCn1c(SCC#N)nc2c(c1=O)C(C)(C)Cc1ccccc1-2	-9%	-3%
O=C(c1ccco1)c1nnn(Cc2ccccc2)c1-c1ccccc1	-2%	4%

# Later entries.
SMILES,GAA spleen mod,GAA glycogen mod,SMN2 splice up,GAA inh,GLA spleen mod,KDM4E inh,GoLoco inh red,ALDH1A1 block
CC(=O)Nc1nnc(-c2ccc(Cl)s2)o1,-10%,5%,?,-8%,-3%,?,1%,?
O=C1CCc2cc(S(=O)(=O)N3CCCC3C(=O)N3CCN(c4ccccc4)CC3)ccc2N1 (configuration not stated),-3%,8%,2%,-6%[15.4 µM],-5%,3%,2%,13%
COC(=O)c1ccccc1OCC(=O)N1CCN(c2ccc(F)cc2)CC1,-12%,3%,-12%,-8%,-17%,2%,-8%,14%
O=C(CSc1cccc(C(F)(F)F)c1)Nc1ccc(Cl)cc1Cl,1%,1%,-11%,-1%,-1%,12%,-7%,0%
O=C(O)CCCCCNC(=O)CCn1cnc2ccccc2c1=O,4%,-1%,-15%,14%,0%,-1%,4%,-1%
O=C(C1=C[C@H](c2ccc(Br)cc2)C[C@H](OCCCCO)O1)N1CCOCC1,2%,-2%,nt,nt,8%,-2%,-2%,-8%
O=C(COC(=O)c1cccc(S(=O)(=O)NCc2ccccc2)c1)c1ccccc1,2%,-2%,-17%,-5%,10%,6%,4%,-11%
COc1ccc(CCN2CNc3c(c(=O)n(C)c(=O)n3C)C2)cc1,-5%,2%,-4%,-3%,-2%,-2%,3%,-6%
CC(=O)NCCNc1nc(-c2ccc(C(=O)N(C)C)cc2)nc2ccccc12,-4%,nt,nt,nt,-14%,nt,3%,17%
CCOc1cc(/C=N/NC(=O)COc2ccccc2C)ccc1OC(=O)c1cccs1,-12%,-4%,-9%,0%,9%,0%,1%,0%
CCN1C(=O)C2(C(C(=O)c3cc4ccccc4o3)=C(O)C(=O)N2CCCN(C)C)c2ccccc21 (configuration not stated),-9%,0%,nt,-3%,-8%,-3%,3%,?
Cc1ccc(C)n1C(CC(=O)O)c1ccc(C#N)cc1 (configuration not stated),-1%,?,nt,1%,-1%,?,-13%,-11%
Cc1c(S(=O)(=O)NCc2ccccc2)c(=O)n(C)c(=O)n1C,3%,-4%,nt,nt,3%,1%,4%,nt

# An excerpt. The share of hits here may be higher or lower than overall.
